PDI turbidity – inhibitors of human PDI, primary screen, biochemical, turbidity, single point, plate reader; Protein disulfide-isomerase (Homo sapiens), P07237; PDI insulin aggregation turbidity, A650, 90 min; inhibition, % at 10 µM; actives 0.052% (n = 350,000); AID 588391, 2011;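 active means mean inhibition across replicates of 30% or more, whatever share of single replicates reach that level; inconclusive means mean inhibition below 30% while every single replicate reaches 30%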;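 further: absorbance from insulin aggregation driven by PDI reduction with DTT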
N-glyco inh – increase of ERlucT glycosylation luciferase signal, primary screen, N-linked glycosylation inhibitor project, D54 ERlucT cells, luminescence, set 2. actives 0.23% (n = 360,000). D54 ERlucT glycosylation luciferase reporter, 24 h; percent of 100 nM tunicamycin response. reporter increase, % at 12.5 µM;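 active means mean luciferase reporter signal, scaled so untreated is 0 and the glycosylation-blocking control 100, at or above a set limit in every replicate; inconclusive means mean reaches the limit but not every replicate does; inactive means mean below the limit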;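 further: luciferase carries N-glycosylation sites so blocking glycosylation raises the light; 0% = median of neutral control wells and 100% = median of 100 nM tunicamycin wells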
aDG glyco act – activators of alpha-DG glycosylation, primary screen, uHTS, Pro5-aDG cells, AlphaScreen | actives 0.22% (n = 360,000) | activation, % at 10 µM | alpha-DG glycosylation AlphaScreen (IIH6); 0% Pro5, 100% B10-LARGE cell signal;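 active means activation of at least 8% versus controls, or a plate z-score of at least 8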;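 further: Pro5 are CHO cells carrying HIG-tagged alpha-DG that lacks glycosylation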
CaV13 FRET inh – Disruptors of the CACNA1D IQ motif to Ca2+-dependent inactivation inhibitor domain association, primary screening, Förster resonance energy transfer in intact living …. HEK cells, CFP/YFP FRET ICDI-IQ, plate reader, 10 min; percent FRET-ratio fall versus neutral wells. inhibition, % at 12.3 µM. actives 0.098% (n = 340,000). AID 743397;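 active means mean replicate inhibition of at least 30% and at least 1% of replicates passing that level; inconclusive means only one of the two criteria is met; inactive means neither criterion is met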;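 further: 0% = median of the neutral control wells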
MC4R antag cAMP – MC4R antagonists of cAMP signaling, primary screen, cell-based, TR-FRET, antagonist arm of biased-ligand search. Melanocortin receptor 4 (Homo sapiens), P32245. MC4R-expressing cells, MTII-stimulated cAMP, LANCE TR-FRET. inhibition, % at 6.5 µM. actives 0.48% (n = 360,000). AID 540295, 2011;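 active means inhibition above its plate's cutoff, the mean of tested wells on that plate plus 3 SD, cut at about 29% in these data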;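 further: 0% = Melanotan II alone and 100% = Melanotan II plus saturating MCL0020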
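Material: human MC4R-expressing U2OS cells. Probe or stimulus: Melanotan II challenge. Dosing: 6.5 µM single dose. Times: 30-min compound, 1-h challenge, 1-h detection, room temperature. Technique: TR-FRET with Eu-cAMP and labeled anti-cAMP, 671 nm. Replication: singlicate.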
H9c2 protect – cardioprotection against H2O2-induced cell death, primary screen, uHTS, H9c2 cells, ATPLite luminescence; protection from H2O2 cell death, % at 20 µM; actives 0.63% (n = 360,000); AID 588492, 2011; H9c2 cardiomyocytes, H2O2 injury protection, 2 h;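 active means compounds giving at least 50% protection of heart cells from peroxide-induced death in the single-dose screen, raw or plate-pattern-corrected value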;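 further: 0% = DMSO wells with peroxide and 100% = DMSO wells without peroxide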
ABCB6 inh MLPCN – ABCB6 transporter inhibitors, primary screen, K562-ABCB6 cells, flow cytometry, MLPCN library; ATP-binding cassette sub-family B member 6 (Homo sapiens), Q9NP58; K562-ABCB6 porphyrin accumulation, 1 h; stronger effect = lower value; fluorescence ratio to DMSO, % at 10 µM; actives 0.19% (n = 360,000); AID 602162, 2011;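 active means fluorescence ratio to DMSO below 75%, the collection mean minus 3 SD; inconclusive means too few cells collected in the well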;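 further: signal is porphyrin accumulated inside mitochondria; 100% equals median channel fluorescence of DMSO control wells; lower ratio means ABCB6 inhibition with less porphyrin fluorescence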
Target sequence (Q9NP58 whole entry, looked up): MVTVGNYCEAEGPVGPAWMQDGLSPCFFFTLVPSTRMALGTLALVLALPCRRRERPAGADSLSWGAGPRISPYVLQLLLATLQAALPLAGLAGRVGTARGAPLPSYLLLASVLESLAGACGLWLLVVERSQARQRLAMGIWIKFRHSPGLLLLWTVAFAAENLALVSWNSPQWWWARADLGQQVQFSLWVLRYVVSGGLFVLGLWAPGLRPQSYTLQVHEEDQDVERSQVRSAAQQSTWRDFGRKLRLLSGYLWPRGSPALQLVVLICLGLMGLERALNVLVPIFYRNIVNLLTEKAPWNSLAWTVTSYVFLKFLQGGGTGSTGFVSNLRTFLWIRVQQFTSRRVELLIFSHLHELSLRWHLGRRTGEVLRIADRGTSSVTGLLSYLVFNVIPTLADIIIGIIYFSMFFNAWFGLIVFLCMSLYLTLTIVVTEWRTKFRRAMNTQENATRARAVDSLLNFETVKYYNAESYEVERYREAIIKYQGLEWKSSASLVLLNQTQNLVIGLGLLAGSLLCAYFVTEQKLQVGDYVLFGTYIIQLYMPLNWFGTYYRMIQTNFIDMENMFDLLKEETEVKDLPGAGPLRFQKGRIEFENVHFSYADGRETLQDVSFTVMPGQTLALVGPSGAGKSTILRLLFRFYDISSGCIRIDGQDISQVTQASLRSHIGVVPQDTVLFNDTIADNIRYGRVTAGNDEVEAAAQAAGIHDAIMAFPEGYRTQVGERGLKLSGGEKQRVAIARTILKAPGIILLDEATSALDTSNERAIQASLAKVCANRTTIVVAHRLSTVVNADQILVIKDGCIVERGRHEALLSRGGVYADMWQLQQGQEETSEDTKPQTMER
MC4R barr agon – MC4R agonists recruiting beta-arrestin, primary screen, cell-based, luminescence, agonist arm of biased-ligand search; U2OS MC4R beta-arrestin complementation; percent of melanotan II response, DMSO zero; Melanocortin receptor 4 (Homo sapiens), P32245; AID 540308, 2011; actives 0.98% (n = 360,000); activation, % at 8.9 µM;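 active means activation above a per-plate cutoff, the mean activation of sample wells on that plate plus 3 SD, cut at about 8% in these data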
m5-HT2A agonist – mouse Htr2a agonists via beta-arrestin recruitment, primary screen, cell-based, luminescence; 5-hydroxytryptamine receptor 2A (Mus musculus), P35363; CHO-K1 mHTR2A beta-arrestin complementation; percent of 30 µM serotonin response; activation, % at 7.6 µM; actives 0.66% (n = 360,000); AID 624169, 2012;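 active means activation above a run cutoff, the mean activation of all tested compounds plus 3 SD, cut at about 14% in these data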;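 further: 0% = plate median of compound wells and 100% = 30 µM serotonin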
Vif inh – HIV Vif self-association inhibitors, primary screen, imaging, HEK293T, single point; HEK293T cells, Vif self-association by quenched fluorescence, 24 h; inhibition, % at 7.49 µM; actives 0.35% (n = 340,000); AID 602346, 2012; in the data active means inhibition above about 50%, passing the limit was not always enough; inconclusive means no clear call, values can overlap the other calls; inactive means below about 31%; further: some results filed as inactive read as strong as hits
The depositor's hits bear a star. An excerpt; the hit share may differ from the screen's.

`CCOC(=O)c1c(C)n(Cc2ccccc2)c2ccc(OCC(O)Cn3nc(C)nc3C)cc12` (centres undefined) gave PDI turbidity -2, N-glyco inh -1, aDG glyco act 0.1, CaV13 FRET inh -6, MC4R antag cAMP 4, H9c2 protect 5, ABCB6 inh MLPCN 93, MC4R barr agon -0.5, m5-HT2A agonist -5 and Vif inh -12.
`O=C(c1cc2c(s1)CCCC2)N1CCC2(CC1)OCCO2` gave PDI turbidity 0, N-glyco inh -2, aDG glyco act -0.1, CaV13 FRET inh -5, MC4R antag cAMP 0, H9c2 protect 0, ABCB6 inh MLPCN 101, MC4R barr agon -2.5, m5-HT2A agonist -3 and Vif inh -4.
Screening COC(=O)C1=C(c2ccc(C(C)=O)cc2)C[C@@H]2CC[C@H]1N2C(=O)NC1CCCCC1 returned PDI turbidity 3, N-glyco inh 7, aDG glyco act 7.3*, CaV13 FRET inh -4, MC4R antag cAMP 18, H9c2 protect -3, ABCB6 inh MLPCN 99, MC4R barr agon -1.7, m5-HT2A agonist -4 and Vif inh -8.
Cc1c(C(=O)N2CCC3(CC2)OCCO3)oc2ccc(S(=O)(=O)N3CCCCC3)cc12 was read as PDI turbidity -3, N-glyco inh 2, aDG glyco act -0.1, CaV13 FRET inh -4, MC4R antag cAMP 11, H9c2 protect 4, ABCB6 inh MLPCN 93, MC4R barr agon -2.1, m5-HT2A agonist -3 and Vif inh -5.
Screening CN1CCc2cc3c(cc2[C@H]1[C@@H]1OC(=O)c2c1ccc1c2OCO1)OCO3 returned PDI turbidity -1, N-glyco inh 1, aDG glyco act -0.1, CaV13 FRET inh -5, MC4R antag cAMP -1, H9c2 protect 9, ABCB6 inh MLPCN 93, MC4R barr agon -1.6, m5-HT2A agonist -4 and Vif inh -13.
Screening CCC1(c2ccc(-c3ccccc3)cc2)C(=O)NC(=O)NC1=O returned PDI turbidity 2, N-glyco inh 1, aDG glyco act 0.0, CaV13 FRET inh -20, MC4R antag cAMP 14, H9c2 protect -2, ABCB6 inh MLPCN 102, MC4R barr agon 0.6, m5-HT2A agonist -7 and Vif inh -2.
Screening FC(F)(F)C1=NC(C(F)(F)F)=NP(N2CCOCC2)(N2CCOCC2)=N1 returned PDI turbidity -2, N-glyco inh 0, aDG glyco act 0.0, MC4R antag cAMP 5, H9c2 protect 5, ABCB6 inh MLPCN 89, MC4R barr agon -1.6, m5-HT2A agonist 0 and Vif inh 0.
For CC1(C)CC(=O)CC(C)(C)N1O the results were PDI turbidity -5, N-glyco inh 1, aDG glyco act 0.2, CaV13 FRET inh -6, MC4R antag cAMP -4, H9c2 protect -1, ABCB6 inh MLPCN 101, MC4R barr agon -2.1, m5-HT2A agonist 5 and Vif inh 5.
CCCCP(=O)(O)c1ccccc1 was read as PDI turbidity 5, N-glyco inh 0, aDG glyco act 0.0, CaV13 FRET inh -4, MC4R antag cAMP 9, H9c2 protect -2, ABCB6 inh MLPCN 95, MC4R barr agon -0.9, m5-HT2A agonist 8 and Vif inh -20.
For O=C(COC(=O)Cc1ccccc1)Nc1cccnc1Cl the results were PDI turbidity -1, N-glyco inh 1, aDG glyco act 0.0, CaV13 FRET inh 9, MC4R antag cAMP 0, H9c2 protect -3, ABCB6 inh MLPCN 95, MC4R barr agon -0.3, m5-HT2A agonist 6 and Vif inh 15.
CN1CCC(OC(=O)Cc2ccccc2)CC1 was read as PDI turbidity -8, N-glyco inh 2, aDG glyco act 0.2, CaV13 FRET inh -5, MC4R antag cAMP 4, H9c2 protect -5, ABCB6 inh MLPCN 106, MC4R barr agon 0.6, m5-HT2A agonist 0 and Vif inh 16.
For O=C(Nc1ccc(Cl)cc1C(=O)c1ccccc1)c1ccco1 the results were PDI turbidity 1, N-glyco inh 0, aDG glyco act 0.1, CaV13 FRET inh -5, MC4R antag cAMP -1, H9c2 protect 0, ABCB6 inh MLPCN 97, MC4R barr agon 2.1, m5-HT2A agonist 1 and Vif inh -9.
For Cc1nc2ccccc2c(=O)n1/N=C/c1cc(Br)cc(Br)c1O the results were PDI turbidity 1, N-glyco inh -1, aDG glyco act -0.2, CaV13 FRET inh -7, MC4R antag cAMP 15, H9c2 protect 55*, ABCB6 inh MLPCN 90, MC4R barr agon -0.7, m5-HT2A agonist -4 and Vif inh 8.
c1ccc2sc(NC3=NCCN3)nc2c1 was read as PDI turbidity 14, N-glyco inh 1, aDG glyco act -0.1, CaV13 FRET inh -5, MC4R antag cAMP 2, H9c2 protect -1, ABCB6 inh MLPCN 98, MC4R barr agon -0.9, m5-HT2A agonist 1 and Vif inh 6.
O=c1[nH]c(=O)n(Cc2ccc(F)cc2)c(O)c1C=NCCCN1CCOCC1 was read as PDI turbidity 3, N-glyco inh 1, aDG glyco act -0.4, CaV13 FRET inh -7, MC4R antag cAMP 18, H9c2 protect 4, ABCB6 inh MLPCN 103, MC4R barr agon 1.6, m5-HT2A agonist 2 and Vif inh -1.
Screening CC(=O)N1Cc2cnnn2-c2ccccc2C1C#N (centres undefined) returned PDI turbidity -9, N-glyco inh 1, aDG glyco act 0.1, CaV13 FRET inh -5, MC4R antag cAMP -2, H9c2 protect -4, ABCB6 inh MLPCN 97, MC4R barr agon -1.6 and m5-HT2A agonist 1.
COc1ccccc1-n1c(CNCC2CCCO2)nc2ccccc2c1=O (centres undefined) was read as PDI turbidity 4, N-glyco inh 0, aDG glyco act -0.1, CaV13 FRET inh -5, MC4R antag cAMP 6, H9c2 protect 1, ABCB6 inh MLPCN 97, MC4R barr agon -3.1, m5-HT2A agonist 5 and Vif inh 5.
`Cc1ccc(O)c(CN2CCC3CCC(C3)C2)c1` (centres undefined) gave PDI turbidity -1, N-glyco inh 2, aDG glyco act -0.3, CaV13 FRET inh -6, MC4R antag cAMP 3, H9c2 protect -1, ABCB6 inh MLPCN 95, MC4R barr agon -0.1, m5-HT2A agonist 1 and Vif inh 9.
For Cc1sc2ncn(CC(=O)N3CCC4(CC3)OCCO4)c(=O)c2c1C the results were PDI turbidity -1, N-glyco inh 7, aDG glyco act 0.3, MC4R antag cAMP 1, H9c2 protect 8, ABCB6 inh MLPCN 100, MC4R barr agon -0.4, m5-HT2A agonist 0 and Vif inh -1.
CCCCC1(CN2CCCC2=O)C(=O)NC(=O)NC1=O was read as PDI turbidity 10, N-glyco inh 0, aDG glyco act 0.1, CaV13 FRET inh -5, MC4R antag cAMP 13, H9c2 protect 2, ABCB6 inh MLPCN 98, MC4R barr agon 0.7, m5-HT2A agonist 2 and Vif inh -5.
O=C(NCc1cccnc1)NC1CCCCC1 was read as PDI turbidity -3, N-glyco inh 1, aDG glyco act 0.0, MC4R antag cAMP 0, H9c2 protect -4, ABCB6 inh MLPCN 101, MC4R barr agon -0.6, m5-HT2A agonist -4 and Vif inh inconclusive.
For Cc1cccc([N+](=O)[O-])c1 the results were N-glyco inh 0, aDG glyco act 0.0, MC4R antag cAMP 9, H9c2 protect 4, ABCB6 inh MLPCN 98, MC4R barr agon -3.2, m5-HT2A agonist -1 and Vif inh 7.
`O=C(Nc1cccc(C(F)(F)F)c1)c1cccn(Cc2ccc3c(c2)OC(F)(F)O3)c1=O` gave PDI turbidity 0, N-glyco inh 2, aDG glyco act 0.0, CaV13 FRET inh -5, MC4R antag cAMP 10, H9c2 protect -18, ABCB6 inh MLPCN 94, MC4R barr agon -2.9, m5-HT2A agonist -2 and Vif inh 2.
`CN1CCC(O)(c2cccs2)C(C(=O)c2cccs2)C1` (centres undefined) gave PDI turbidity -3, N-glyco inh -2, aDG glyco act -0.1, CaV13 FRET inh -5, MC4R antag cAMP -5, H9c2 protect -21, ABCB6 inh MLPCN 101, MC4R barr agon -2.3, m5-HT2A agonist 4 and Vif inh -1.
CC(C)Sc1nnc(OC(=O)N(C)C)n1-c1ccccc1 was read as PDI turbidity 4, N-glyco inh 1, aDG glyco act 0.0, CaV13 FRET inh -5, MC4R antag cAMP 1, H9c2 protect -1, ABCB6 inh MLPCN 100, MC4R barr agon -1.1, m5-HT2A agonist 4 and Vif inh -13.
Screening CCCCn1c(=O)c(C(=O)Nc2ccccc2N)c(O)c2ccccc21 returned PDI turbidity -1, N-glyco inh -2, aDG glyco act -0.2, CaV13 FRET inh -5, MC4R antag cAMP 18, H9c2 protect 32, ABCB6 inh MLPCN 96, MC4R barr agon -0.5, m5-HT2A agonist 4 and Vif inh -4.
For COc1ccc(-c2[nH]ncc2CNC(C)Cc2cccc(C)n2)cc1F (centres undefined) the results were PDI turbidity -4, N-glyco inh 2, aDG glyco act 0.1, CaV13 FRET inh -7, MC4R antag cAMP 4, H9c2 protect -3, ABCB6 inh MLPCN 102, MC4R barr agon -0.2, m5-HT2A agonist -2 and Vif inh -3.
COc1ccc(Cn2c(O)c(/C=N/NC(=O)c3ccncc3)c(=O)[nH]c2=O)cc1 was read as PDI turbidity 4, N-glyco inh 0, aDG glyco act -0.1, CaV13 FRET inh -4, MC4R antag cAMP -2, H9c2 protect -2, ABCB6 inh MLPCN 95, MC4R barr agon -0.4, m5-HT2A agonist -1 and Vif inh -8.
`COc1cccc(OC)c1C1=NCC(=O)Nc2c1oc1ccc(Br)cc21` gave PDI turbidity 12, N-glyco inh 14, aDG glyco act -0.4, CaV13 FRET inh -7, MC4R antag cAMP -33, H9c2 protect -5, ABCB6 inh MLPCN 103, MC4R barr agon -1.6, m5-HT2A agonist -2 and Vif inh 23.
O=C1NC(=O)N(c2ccccc2)C(=O)/C1=C/c1ccoc1 was read as PDI turbidity 0, N-glyco inh 2, aDG glyco act 0.0, CaV13 FRET inh -5, MC4R antag cAMP 13, H9c2 protect -1, ABCB6 inh MLPCN 95, MC4R barr agon -2.7, m5-HT2A agonist 3 and Vif inh 17.
For CCC(C)NC(=O)CCC(=O)OC1O[C@H]2OC3(C)CC[C@H]4[C@H](C)CCC(C1C)C24OO3 (some centres undefined) the results were PDI turbidity 14, N-glyco inh 8, aDG glyco act 0.9, CaV13 FRET inh -4, MC4R antag cAMP 14, H9c2 protect 0, ABCB6 inh MLPCN 100, MC4R barr agon 1.3, m5-HT2A agonist -4 and Vif inh -8.
